GPR35 arrestin U2OS – GPR35 antagonists blocking zaprinast-driven arrestin recruitment, primary screen, imaging, U2OS, beta-arrestin-GFP, zaprinast agonist (AID 2058). U2OS GPR35 beta-arrestin-GFP translocation imaging, zaprinast antagonism; higher % means a stronger effect. inhibition, % at 10 µM; hits with a dose series show IC50 in µM. 290,000 tested, 0.052% active;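 active = inhibition of at least 50% with at least 30 cells and total cytoplasm GFP at most 10,000,000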
West Nile virus CPE – West Nile virus antiviral activity, cell-based, CPE readout (AID 1621) | West Nile virus-infected cells, CPE inhibition; higher % means a stronger effect | CPE inhibition, % at 10 µM, or IC50 in µM where a hit was titrated | 290,000 tested, 0.02% active; in the data active = a potency from the dose series; also: strong numbers were not always called active
CSM14.1 death rescue – rescue of cells from ER stress-induced death, primary screen, 384-well, CSM14.1, thapsigargin, ATP luminescence (AID 1222); CSM14.1 thapsigargin-induced death rescue, ATP luminescence; higher % means a stronger effect; cellular ATP content (survival), % at 20 µM, or EC50 in µM where a hit was titrated; 190,000 tested, under 10 active;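 active = EC50 below 50 µM in the dose-response confirmation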;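 also: death triggered by thapsigargin at about 15 µM added after 2 h compound pretreatment; cell ATP read after overnight thapsigargin exposure of roughly 18 to 22 hours; normalized against plate controls of thapsigargin alone and 5% DMSO vehicle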
PhoP inhibition – inhibitors of PhoP regulon expression, primary screen, Salmonella Typhimurium, GFP reporter (AID 1863). 300,000 tested, 0.16% active. S. Typhimurium PhoP-regulated promoter GFP reporter, 4 h; higher % means a stronger effect. inhibition, % at 50 µM, or IC50 in µM where a hit was titrated;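 active = inhibition over 29.93%, a cutoff 3 SD above the screen mean, later confirmed by dose response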;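 also: 0% = low Mg2+ inducing control and 100% = high Mg2+ repressing control; strong numbers were not always called active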
LYP phosphatase – inhibitors of LYP phosphatase, biochemical, fluorescence intensity, uHTS (AID 1779); 290,000 tested, 0.054% active; recombinant LYP phosphatase, fluorescence intensity; higher % means a stronger effect; inhibition, % at 11.5 µM; hits with a dose series show IC50 in µM; in the data active = inhibition above about 50%;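 also: plate controls were vehicle with enzyme for no effect and no enzyme for full effect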
Large T inhibition – SV40 large T antigen inhibitors, biochemical (AID 1903). 310,000 tested, 0.39% active. inhibition, % at 20 µM; hits with a dose series show IC50 in µM. SV40 large T antigen ATPase/helicase inhibition assay; higher % means a stronger effect; in the data active = a potency from the dose series; also: strong numbers were not always called active
NS5 inhibitors – flavivirus cap methylation enzyme inhibition – biochemical, confirmation dose response, primary screen (AID 588689); inhibition, % at 25 µM, or IC50 in µM where a hit was titrated; Dengue-2 NS5 methyltransferase capping enzyme assay, biochemical; higher % means a stronger effect; 340,000 tested, 0.3% active; in the data active = a potency from the dose series
MgcRacGAP inhibition – MgcRacGAP GTPase-activating activity inhibitors, confirmation, biochemical, ADP Hunter fluorescence | 340,000 tested, 0.6% active | MgcRacGAP-stimulated Rac1 GTP hydrolysis, ADP Hunter fluorescence; higher % means a stronger effect; GST-tagged Rac1 F28L mutant substrate | inhibition, % at 30 µM, or IC50 in µM where a hit was titrated;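 active = first-screen hits whose inhibition reached a set limit at any dose in the follow-up dose series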;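 also: fluorescence reports GDP produced by GAP-driven GTP hydrolysis; strong numbers were not always called active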
RSV CPE inhibition – RSV antiviral activity via CPE protection, HEp-2 cells, primary 10 µM value included (AID 2391) | HEp-2 cells, RSV-induced CPE inhibition; higher % means a stronger effect | one-dose CPE inhibition, % at 10 µM; IC50 in µM for titrated hits | 310,000 tested, 0.13% active; in the data active = a potency from the dose series; also: strong numbers were not always called active
* hit, by the source's call; x = no result given.

molecule	GPR35 arrestin U2OS	West Nile virus CPE	CSM14.1 death rescue	PhoP inhibition	LYP phosphatase	Large T inhibition	NS5 inhibitors	MgcRacGAP inhibition	RSV CPE inhibition
CCCNC(=O)Cn1cnc2sc(C(=O)N3CCCC(C(=O)OCC)C3)c(C)c2c1=O (stereo not drawn)	31%	-0.2%	-0.4%	-10%	-10%	-1%	-4%	4%	1.2%
Cc1ccc(C2(C)NC(=O)N(CC(=O)Nc3cc(S(=O)(=O)N(C)C)ccc3C)C2=O)cc1 (stereo not drawn)	-16%	0.5%	x	-8%	-9%	0%	2%	2%	0.7%
CCN(CC)S(=O)(=O)c1cccc(C(=O)NC(Cc2c[nH]c3ccccc23)c2nnc3n2CCCCC3)c1 (stereo not drawn)	-1%	1.3%	1.7%	0%	-3%	2%	3%	5%	4.3%
Cc1cccc(C)c1OCC(=O)Nc1oc(-c2ccccc2)c(-c2ccccc2)c1C#N	x	0.3%	x	x	x	x	-6%	10%	4.4%
CCOc1ccc(OCC)c(NC(=O)CSc2nc3cccnc3n2C)c1	0%	-1.8%	3.4%	3%	-5%	1%	1%	8%	12%
CC1CCN(CCCNC(=O)CCc2nnc3n(CCc4ccccc4)c(=O)c4ccccc4n23)CC1	-17%	0.8%	x	-8%	-4%	14%	-1%	10%	-0.9%
N#C/C(=C\c1ccc([N+](=O)[O-])cc1)c1nc(C2CC2)cs1	-5%	-0.5%	5.5%	-1%	-1%	1%	3%	8%	1.1%
CCc1ccccc1N1CC23C=CC(O2)C(C(=O)O)C3C1=O (stereo not drawn)	16%	0.0%	x	3%	-4%	0%	3%	6%	-1.2%
Cc1cccc(NC(=O)C2C3C=CC(O3)C2C(=O)O)c1 (stereo not drawn)	3%	-0.7%	x	-3%	-7%	7%	x	x	1.5%
CC1(C)C(C=C(Cl)Cl)C1C(=O)N(Cc1ccc(Cl)cc1)C1CCS(=O)(=O)C1 (stereo not drawn)	-4%	-1.3%	-2.5%	-9%	0%	21%	1%	2%	12%
O=C(c1ccc2c(c1)OCCCO2)N1CCCCC1	-5%	0.1%	x	-9%	-8%	5%	11%	0%	1.1%
CC1CCCC(C)N1C(=O)CSc1ccc(-c2ccc3c(c2)OCCO3)nn1 (stereo not drawn)	4%	-0.9%	x	4%	-4%	23%	10%	7%	21%
CCOc1ccc(CNS(=O)(=O)c2cc(-c3cc(C)no3)ccc2OC)cc1OC	7%	-0.2%	x	0%	-7%	2%	-10%	15%	-1.5%
CSCCC(=O)N1CCC(CCC(=O)NC2CC2)CC1	12%	-0.1%	x	-2%	-9%	-3%	-6%	-3%	0.7%
CCCOc1ccc2c3c(c(=O)oc2c1OCCC)CCC3	4%	-1.0%	-1.6%	-9%	3%	5%	-5%	5%	2.6%
COc1ccc(NC(=O)C2=C(C)C(=O)OC23CCC(C)CC3)cc1Cl (stereo not drawn)	6%	-1.0%	-0.4%	3%	-3%	0%	-10%	5%	4.9%

For convenience, some entries already given.
molecule	GPR35 arrestin U2OS	West Nile virus CPE	CSM14.1 death rescue	PhoP inhibition	LYP phosphatase	Large T inhibition	NS5 inhibitors	MgcRacGAP inhibition	RSV CPE inhibition
Cc1cccc(NC(=O)C2C3C=CC(O3)C2C(=O)O)c1 (stereo not drawn)	3%	-0.7%	x	-3%	-7%	7%	x	x	1.5%
CC1(C)C(C=C(Cl)Cl)C1C(=O)N(Cc1ccc(Cl)cc1)C1CCS(=O)(=O)C1 (stereo not drawn)	-4%	-1.3%	-2.5%	-9%	0%	21%	1%	2%	12%
O=C(c1ccc2c(c1)OCCCO2)N1CCCCC1	-5%	0.1%	x	-9%	-8%	5%	11%	0%	1.1%
CC1CCCC(C)N1C(=O)CSc1ccc(-c2ccc3c(c2)OCCO3)nn1 (stereo not drawn)	4%	-0.9%	x	4%	-4%	23%	10%	7%	21%

Next structures follow.
molecule	GPR35 arrestin U2OS	West Nile virus CPE	CSM14.1 death rescue	PhoP inhibition	LYP phosphatase	Large T inhibition	NS5 inhibitors	MgcRacGAP inhibition	RSV CPE inhibition
O=C(NCc1ccccc1)C(c1ccccc1)N(C(=O)c1csnn1)C1CC1 (stereo not drawn)	0%	-1.2%	2.3%	-6%	-4%	6%	x	3%	1.9%
O=C(CC(=O)N/N=C\c1ccc([N+](=O)[O-])cc1)NCCc1ccccc1	7%	0.6%	-0.1%	-1%	1%	3%	-1%	1%	2.0%
O=C(N/N=C/c1ccoc1)c1cc(Br)ccc1O	-1%	-0.1%	x	10%	-5%	19%	-1%	12%	0.9%
CCOC(=O)c1cnn(-c2nc(-c3ccccc3)nc3c2COC(C)(C)C3)c1N	7%	0.0%	0.2%	-1%	-3%	4%	1%	4%	1.7%
Brc1cccc(CNCC2CCCO2)c1 (stereo not drawn)	14%	0.0%	x	-4%	-3%	9%	5%	6%	0.3%
COc1ccc(S(=O)(=O)N(CC(=O)Nc2cccnc2)c2ccccc2OC)cc1	5%	0.5%	-2.6%	2%	-10%	10%	0%	8%	-0.7%
CCOc1ccccc1NC(=O)NC1(C(=O)N2CCOCC2)CCCCC1	13%	0.1%	-1.2%	12%	-11%	-3%	2%	5%	1.7%
O=C(c1ccc2c(c1)OCO2)N(c1ccc(Cl)cc1)C1C=CS(=O)(=O)C1 (stereo not drawn)	-4%	-0.8%	-1.4%	1%	-3%	11%	-1%	3%	-0.3%
COc1ccc(-n2c(=O)/c(=C\c3cccs3)s/c2=C(/C#N)C(=O)NCCN2CCOCC2)cc1	0%	-0.8%	0.6%	-5%	1%	9%	15%	-4%	3.0%
CC1Cc2ccccc2N1C(=O)c1ccc(N2CCCCC2)c([N+](=O)[O-])c1 (stereo not drawn)	11%	1.1%	3.9%	5%	1%	6%	-4%	2%	15%
O=C(CCCc1ccccc1)N1CCN(C2CCCCC2)CC1	5%	-1.0%	x	-1%	-15%	3%	-5%	-6%	-1.3%
COc1ccc(CCN=C(N)NS(=O)(=O)c2cccs2)cc1	-3%	0.0%	-1.0%	-4%	-7%	16%	-4%	11%	-0.9%
CC(C)N(C(=O)N1CCC(c2nc(-c3ccncc3)no2)CC1)C(C)C	-15%	-1.3%	-1.4%	5%	-2%	9%	4%	-5%	-1.5%
O=C1N=C(N2CCN(c3ccccc3)CC2)S/C1=C\c1cn[nH]c1-c1ccccc1	-9%	0.4%	10%	-18%	7%	13%	-2%	6%	8.6%
OCCNc1nc2ccccc2n1CCN1CCCCC1	-2%	0.4%	-3.0%	7%	-4%	8%	-3%	6%	0.2%
CC(O)CNc1nc2c(c(=O)n(C)c(=O)n2C)n1C/C=C/c1ccccc1 (stereo not drawn)	7%	0.2%	0.2%	-7%	-1%	12%	-1%	6%	-1.9%
COc1ccc(NS(=O)(=O)c2ccc(N3CCN(CCO)CC3)c([N+](=O)[O-])c2)cc1	-3%	-0.7%	x	2%	-10%	11%	-6%	11%	3.9%
CN1CCN(C(=O)c2ccc3c(c2)N(Cc2ccc(Cl)cc2)C(=O)c2ccccc2S3=O)CC1 (stereo not drawn)	-12%	-0.4%	x	-5%	-1%	1%	-4%	-2%	0.3%
COc1ccc2[nH]c(=O)c(CN(CCO)C(=O)c3ccccc3F)cc2c1	-4%	0.1%	-2.0%	12%	0%	17%	-1%	12%	3.2%
COc1ccccc1CNC(=O)C(C)n1cccc1C(=O)c1ccccc1 (stereo not drawn)	10%	-0.8%	x	3%	-16%	5%	-9%	1%	4.8%
COc1cc(OC)cc(C(=O)NC(=S)Nc2ccc(NC(=O)c3ccco3)cc2)c1	2%	0.4%	-2.2%	-6%	-4%	9%	-7%	-6%	2.6%
Cc1ccc(Nc2c(-c3ccc(C)o3)nc3ncccn23)cc1	-18%	-0.8%	x	7%	-3%	34%	-13%	18%	-0.1%
Cc1ccccc1N=CC=C1OC(C)(C)C(C)(C)O1	-12%	0.2%	-0.3%	3%	-8%	28%	-4%	1%	-0.9%
O=C(COc1ccccc1)Nc1ccccc1C(=O)NCc1ccco1	-13%	-0.3%	-0.4%	-9%	3%	3%	2%	11%	-0.7%
CC1CCc2cc(F)ccc2N1C(=O)CSc1nnc2c(n1)[nH]c1ccccc12 (stereo not drawn)	6%	0.6%	-0.5%	-2%	1%	4%	-13%	11%	6.0%
CCCNC(=O)N[C@@H](CCSC)C(=O)OC	-14%	0.2%	2.9%	0%	-1%	1%	1%	2%	1.3%
Cc1ccc(S(=O)(=O)N2CCCCC2)cc1C(=O)Nc1ccccn1	5%	0.9%	x	-2%	0%	13%	-1%	3%	1.1%
CN1CCN(C(c2cccnc2)c2ccc3cccnc3c2O)CC1 (stereo not drawn)	26%	0.2%	-2.0%	-8%	-4%	34%	-12%	-3%	21%
CN(C)S(=O)(=O)c1cccc(NC(=O)COC(=O)/C=C/c2ccco2)c1	7%	-0.2%	18%	-3%	3%	7%	-6%	1%	1.9%
Cc1cccc(NC(=O)C2CCN(S(=O)(=O)c3cccc4nonc34)CC2)c1	-1%	-0.7%	x	2%	-13%	5%	-1%	4%	3.3%
Cc1ccc(OCC(=O)N(Cc2ccccc2)c2ccccn2)cc1	6%	0.5%	-9.1%	2%	-3%	4%	3%	2%	0.3%
Cc1onc(-c2ccccc2)c1C(=O)NCc1ccc(Cl)cc1	1%	-0.7%	x	-7%	0%	4%	4%	-9%	0.6%
Cc1sc(C(=O)NCc2cccnc2)c2nc(C)n(CC(=O)NCc3cccnc3)c(=O)c12	-5%	-0.6%	-1.3%	11%	-5%	16%	-3%	7%	0.8%
COc1ccc(Cn2c(=O)[nH]c3cc(C(=O)NCCCN4CCCC4)ccc3c2=O)cc1	13%	x	-1.9%	-5%	-7%	11%	-6%	4%	-0.1%
COc1ccc(C(CC(=O)NCCN2CCOCC2)NS(=O)(=O)c2ccc(C)cc2)cc1 (stereo not drawn)	-18%	-0.1%	4.8%	0%	-5%	18%	0%	5%	-0.8%
COc1ccc(/C=C\C(=O)CC(O)(c2ccccc2)C(F)(F)F)cc1 (stereo not drawn)	16%	2.0%	-1.5%	6%	1%	-3%	-9%	4%	6.2%
Cc1c(S(=O)(=O)N2CCN(C(c3ccccc3)c3ccccc3)CC2)c(=O)n(C)c(=O)n1C	-17%	-0.5%	-2.1%	-3%	5%	-1%	-4%	2%	4.2%
O=C(COc1ccccc1-c1ccccc1)NN=C1CCCC1	5%	-1.3%	x	-7%	-5%	10%	-1%	-14%	1.1%
O=C(NCc1cccc(C(F)(F)F)c1)c1ccc[nH]1	-1%	-0.2%	x	3%	-5%	3%	-3%	11%	4.8%
CCN(CC)CCSc1nnc2c3ccccc3n(CCc3ccccc3)c2n1	3%	-1.3%	x	-2%	-5%	23%	0%	12%	-3.4%
c1csc(C2Nc3ccccc3-c3nc4ccccc4n32)c1 (stereo not drawn)	2%	-0.2%	-1.9%	39%	-15%	13%	-6%	-6%	5.7%
Cc1nc2scc(C)n2c(=O)c1S(=O)(=O)Nc1ccc(N2CCOCC2)cc1	0%	-0.3%	x	-8%	-6%	8%	-3%	13%	2.1%
Cc1cc(-c2ccc(S(=O)(=O)N(C)Cc3ccccc3)cc2)on1	4%	1.7%	x	4%	-6%	0%	-2%	-19%	0.2%
